# Compound activity: PubChem BioAssay, several laboratories
# DNMT1 inh = human DNMT1 methyltransferase inhibitors, primary screen, biochemical, molecular beacon, fluorescence, HinP1I cleavage, uHTS | DNA (cytosine-5)-methyltransferase 1 (Homo sapiens), P26358 | inhibition (reported as % activation of signal), % at 10 µM | hit rate 0.83% among 360,000; in the data active = inhibition above about 50%
# SUMO1-SIM PPI = modulators of SUMO1 protein-protein interactions, primary screen, biochemical, uHTS; SUMO1 binding to a labelled peptide, TR-FRET, 1 h; inhibition, % at 20 µM; Small ubiquitin-related modifier 1 (Homo sapiens), P63165; hit rate 0.33% among 360,000; AID 602429, 2012; in the data active = inhibition above about 37%
# Rpn11 block = Rpn11 (PSMD14) deubiquitinase inhibitors, primary screen, biochemical, fluorescence polarization, uHTS. 26S proteasome non-ATPase regulatory subunit 14 (Homo sapiens), O00487. human 26S proteasome, Ub4-pepOG fluorescence polarization; 20S core pre-blocked with epoxomicin. calls only at 20 µM. hit rate 0.59% among 360,000. AID 588493, 2011;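 active = inhibition at 20 µM, scaled to each plate's controls, above about 33%, limit read from the data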
# MsrA inh = bovine MsrA enzyme inhibitors, primary screen, biochemical, absorbance, HTS. purified bovine MsrA, absorbance read-out. hit rate 0.75% among 360,000. AID 651718, 2012. inhibition, % at 15.5 µM; in the data active = inhibition above about 4.5%;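 also: 0% = vehicle wells with enzyme and 100% = reference inhibitor wells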
# Scp1 inh = Scp-1 phosphatase inhibitors, primary screen, biochemical, colorimetric, uHTS. Recombinant Scp1, phosphopeptide, malachite green phosphate absorbance. inhibition, % at 20 µM. hit rate 0.88% among 340,000. AID 493091, 2011;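 active = inhibition above about 50% at 20 µM, limit read from the data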;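 also: plate controls were DMSO wells with enzyme for no effect and wells lacking enzyme for full effect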
#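 assay system = SCP-1 phosphatase catalytic domain, residues 76-261 | buffer or medium = 50 mM Tris acetate pH 5.5, 0.005% Tween-20, 10 mM MgCl2 | incubation = enzyme reaction 45 min at room temperature, colour 5 min, stabilisation 30 min | signal = Phosphate-binding colour reagent, absorbance read at 630 nm | measure = % inhibition at 20 µM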
# STEP inh = STEP phosphatase inhibitors, primary screen, biochemical, fluorescence intensity, uHTS | recombinant STEP, OMFP fluorogenic substrate | inhibition, % at 20 µM | hit rate 0.25% among 360,000 | AID 588621, 2011;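 active = inhibition at 20 µM, scaled per plate between control wells, above about 37%, limit read from the data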;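 also: 0% = DMSO with enzyme and substrate and 100% = substrate only without enzyme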
# Target sequence (P54829 whole entry, looked up): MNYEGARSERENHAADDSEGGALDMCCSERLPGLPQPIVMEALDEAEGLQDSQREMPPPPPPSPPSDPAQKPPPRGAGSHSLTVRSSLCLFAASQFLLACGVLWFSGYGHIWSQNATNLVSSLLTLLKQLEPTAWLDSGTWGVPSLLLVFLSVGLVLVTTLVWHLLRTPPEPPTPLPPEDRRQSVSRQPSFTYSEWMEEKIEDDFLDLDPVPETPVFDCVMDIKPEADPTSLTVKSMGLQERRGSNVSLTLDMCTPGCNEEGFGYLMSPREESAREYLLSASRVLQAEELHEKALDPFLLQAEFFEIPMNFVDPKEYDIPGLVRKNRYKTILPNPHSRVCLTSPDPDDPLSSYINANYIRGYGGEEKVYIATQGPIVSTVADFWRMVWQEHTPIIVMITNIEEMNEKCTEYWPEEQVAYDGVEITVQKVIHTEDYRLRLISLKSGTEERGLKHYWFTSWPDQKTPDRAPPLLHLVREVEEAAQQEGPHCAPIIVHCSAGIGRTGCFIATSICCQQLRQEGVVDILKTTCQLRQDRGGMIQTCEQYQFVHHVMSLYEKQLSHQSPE
#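 Measure: Control-normalized % inhibition with plate pattern correction | Test system: STEP phosphatase, cell-free reaction | Medium: pH 6.0 Bis-Tris with DTT and Tween 20 | Technique: Fluorescence, 480/540 nm | Times: Reaction 20 min, ambient temperature | Doses: Single compound dose of 20 µM, 1% DMSO final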
# LMPTP block = LMPTP phosphatase inhibitors, primary screen, biochemical, fluorescence intensity, uHTS; recombinant LMPTP-A, OMFP fluorogenic substrate; inhibition, % at 20 µM; AID 651560, 2012; hit rate 0.22% among 360,000;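 active = compounds that cut the enzyme signal by at least half of the control window in the single-dose screen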;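 also: plate controls were DMSO wells with enzyme plus substrate for no effect and substrate without enzyme for full effect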
# Target sequence (P24666 whole entry, looked up): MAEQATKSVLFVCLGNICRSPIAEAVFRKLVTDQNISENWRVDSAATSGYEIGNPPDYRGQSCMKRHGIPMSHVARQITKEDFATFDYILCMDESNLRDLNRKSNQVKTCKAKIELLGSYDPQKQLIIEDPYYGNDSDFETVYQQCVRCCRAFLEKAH
#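 Material: LMPTP-A; amount: 0.625 nM enzyme; doses: single 20 µM dose; times: reaction 50 min, room temperature, dark; technique: fluorescence intensity of OMFP turnover product; benchmarks: no-enzyme and uninhibited controls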
# NadD inh = inhibitors of S. aureus NadD, primary screen, biochemical, colorimetric, uHTS. purified NadD enzyme, colorimetric absorbance read-out. inhibition, % at 20 µM. hit rate 0.78% among 360,000; in the data active = inhibition above about 26%; also: some compounds past the cut are filed as inactive
# TbMetRS inhib = T. brucei MetRS inhibitors, primary screen, biochemical, luminescence; purified T. brucei MetRS, ATP depletion, Kinase-Glo luminescence; inhibition, % at 11.9 µM; hit rate 0.4% among 360,000;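 active = inhibition above a per-plate cutoff of the control wells' mean inhibition plus 3 SD, cut at about 5.5% in these data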;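 also: 0% = DMSO wells median and 100% = median of wells with control inhibitor compound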
#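 Measured by: Kinase-Glo luciferase luminescence reporting remaining unconsumed ATP. Material: purified T. brucei MetRS enzyme. Doses: 11.9 µM compound single dose, 0.9% DMSO. Medium: HEPES buffer containing pyrophosphatase, BSA, spermine, DTT. Times: 15 min preincubation, 2 h reaction, all 25 °C. Reagent: methionine, ATP and bulk E. coli tRNA.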
# CSN inh = inhibitors of CSN-mediated cullin deneddylation, primary screen, biochemical, fluorescence polarization, uHTS. COP9 signalosome complex subunit 5 (Homo sapiens), Q92905. hit rate 0.38% among 360,000. inhibition, % at 12.5 µM. Purified CSN, SCF-Nedd8-OG deneddylation;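 active = pattern-corrected inhibition above about 35%, with an unprinted fluorescence ratio check between 0.5 and 1.5, limit read from the data, passing the limit was not always enough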;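 also: 0% = enzyme with substrate and 100% = substrate without enzyme; some results filed as inactive read as strong as hits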
# Target sequence (Q92905 whole entry, looked up, one chain of several): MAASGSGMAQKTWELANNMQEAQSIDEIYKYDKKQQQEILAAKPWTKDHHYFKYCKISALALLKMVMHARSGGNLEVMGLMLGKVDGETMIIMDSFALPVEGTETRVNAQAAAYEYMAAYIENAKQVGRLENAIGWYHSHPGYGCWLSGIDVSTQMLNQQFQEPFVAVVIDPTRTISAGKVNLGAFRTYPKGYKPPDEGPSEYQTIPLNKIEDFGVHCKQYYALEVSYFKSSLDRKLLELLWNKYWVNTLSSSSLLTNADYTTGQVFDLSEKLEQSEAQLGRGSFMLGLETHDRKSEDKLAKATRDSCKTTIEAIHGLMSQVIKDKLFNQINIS
#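 Assay system: purified human Csn5 enzyme expressed in HEK293T cells; measure: % inhibition; also added: SCFSkp2-Nedd8OG substrate at 10 nM final; technique: fluorescence polarization; times: reaction 90 min, room temperature; medium: Tris buffer pH 7.5, NaCl, DTT, Tween-20, trehalose, ovalbumin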
# The depositor's hits bear a star; i = inactive; x = not tested or not shown.
SMILES,DNMT1 inh,SUMO1-SIM PPI,Rpn11 block,MsrA inh,Scp1 inh,STEP inh,LMPTP block,NadD inh,TbMetRS inhib,CSN inh
Cc1c(Cl)cccc1NC(=O)CC1NCCNC1=O (centres undefined),-3,0,i,-1.5,-5,-3,-2.2,-2,0.0,6
COc1cc(NC(=O)CSc2ccc3c(c2)OCCO3)cc(OC)c1OC,0,1,i,0.6,-6,1,0.3,0,-0.6,-1
CCCCN1C(=O)C(CC(=O)NCc2cccc3ccccc23)CC(C(=O)N2CCCCCC2)=C1C (centres undefined),x,1,x,-1.1,x,x,-0.2,13,-1.3,-4
CC(C)c1ccc(CC(=O)N2CCC2(C)C(=O)NCC(C)(C)C)cc1 (centres undefined),0,6,i,-0.5,x,2,-0.6,-8,-0.4,-3
CC1(C)CN(Cc2ccccc2)C(=O)[C@H]1CC(=O)Nc1ccccc1,1,-6,i,0.5,x,1,-1.2,0,-1.4,-7
CSc1cccc(N/C(=N/S(=O)(=O)c2ccccc2)NN)c1,-3,5,i,0.2,-5,-3,2.0,0,0.1,0
CCCCOc1ccc(C(=O)NCCc2ccccc2)cc1,1,2,i,-0.6,-10,0,0.3,-3,0.1,0
CC1CCC2(CC1)NC(=O)N(CC(=O)Nc1ccc(N3CCOCC3)cc1)C2=O (centres undefined),-13,-3,i,-0.8,-3,1,-0.2,4,-0.9,1
O=C(CN1CCN(S(=O)(=O)/C=C/c2ccccc2)CC1)Nc1ccccc1N1CCOCC1,-6,-5,i,1.3,-4,0,2.7,0,1.1,2
O=C1CC(C(=O)Nc2cccc3ccccc23)C2(CCCC2)O1 (centres undefined),-3,-8,i,-0.7,-4,1,-2.2,4,0.1,1
O=C(NCCCCC(NC(=O)c1ccc([N+](=O)[O-])cc1)C(=O)O)c1ccc([N+](=O)[O-])cc1 (centres undefined),0,-22,i,-0.5,1,-1,-1.0,-3,-0.3,1
COc1ccc(S(=O)(=O)N2CCN(Cc3ccccc3)CC2)c(C)c1,3,3,i,0.0,1,0,-0.3,-6,-0.8,-2
COc1ccc(C(=O)NNC2=NS(=O)(=O)c3ccccc32)cc1OC,1,1,i,1.9,-5,3,-2.2,-3,-0.1,-8
O=C(Nc1ccccc1)NC1(C(=O)N2CCN(c3ncccn3)CC2)CCCCC1,-1,5,i,0.1,-2,-1,0.0,-2,0.0,2
CC(=O)Nc1ccc(S(=O)(=O)Nc2nc3ccccc3nc2Nc2ccc(O)c(C(=O)O)c2)cc1,2,15,x,0.5,11,-4,-0.7,-7,0.3,19
FC(F)Oc1ccc(NC(=S)NC2CCCCCCC2)cc1,7,-4,i,-1.2,-7,1,1.2,0,-0.1,-4
COc1ccc2cc(CN(Cc3cccnc3)S(=O)(=O)c3ccccc3)c(=O)[nH]c2c1,-1,6,i,2.9,-1,-1,0.5,3,-0.1,-2
O=C(c1cccs1)N1CCC(C(=O)N2CCN(Cc3ccc4c(c3)OCO4)CC2)CC1,0,0,i,0.8,-3,1,-1.6,3,-0.5,-5
Cc1c(OC(C)C(=O)NCC2CCC(C(=O)O)CC2)ccc2c3c(c(=O)oc12)CCCC3 (centres undefined),2,3,i,-0.3,-6,2,0.9,2,-0.3,-1
COC(=O)c1ccc(N/C=C\C(=O)c2ccc3c(c2)OCO3)cc1,4,-26,i,0.0,1,1,3.1,-3,-0.3,-6
COc1ccc(NS(=O)(=O)c2ccc3c(c2)NC(=O)CO3)cc1,4,0,i,-0.2,-4,-2,-0.9,-1,-0.7,-3
CCN1CCc2nc(N)sc2C1,-2,-2,i,0.8,-12,96*,1.1,-2,-1.1,5
Cc1cccc(Nc2ccccc2C(=O)NCc2ccco2)c1C,2,3,i,0.2,-11,4,1.2,-11,-0.2,3
O=C(Nc1sc2c(c1C(=O)N1CCOCC1)CCCCC2)c1cccnc1,-13,-3,i,1.1,7,2,7.1,1,-1.3,-17
CCCS(=O)(=O)c1c(S(=O)(=O)CCC)c2c(N)cccn2c1C(=O)OC,-5,-4,i,5.2*,1,-1,0.6,3,-0.9,-5
CCCCC(=O)Nc1nn(CC(C)C)c2nc3ccccc3cc12,-3,-11,i,1.0,-9,0,0.8,1,0.4,2
CCc1ccc(N2CC(C(=O)OCc3csc(CC(=O)Nc4ccccc4C)n3)CC2=O)cc1 (centres undefined),-6,4,i,1.1,8,2,0.6,8,-0.3,-5
COc1ccc(CCNC(=O)c2cccnc2)cc1,4,6,i,-0.1,-7,2,-1.2,-4,-0.3,-1
CN(CC(=O)NCCCc1ccccc1)Cc1ccc(Br)cc1,0,-2,i,-0.3,-5,4,-0.6,0,-0.5,5
O=C1/C(=C\c2c(NCCOCCO)nc3ccccn3c2=O)SC(=S)N1Cc1ccco1,2,-33,x,1.5,-10,-2,10,-6,0.1,97

# Some entries already given, limited to Rpn11 block, TbMetRS inhib and MsrA inh:
canonical_smiles | Rpn11 block | TbMetRS inhib | MsrA inh
Cc1cccc(Nc2ccccc2C(=O)NCc2ccco2)c1C | i | -0.2 | 0.2
O=C(Nc1sc2c(c1C(=O)N1CCOCC1)CCCCC2)c1cccnc1 | i | -1.3 | 1.1

# More results
SMILES,DNMT1 inh,SUMO1-SIM PPI,Rpn11 block,MsrA inh,Scp1 inh,STEP inh,LMPTP block,NadD inh,TbMetRS inhib,CSN inh
CCOC(=O)c1c(NC(=O)CSc2nnc(C)s2)sc2c1CCN(C)C2,0,7,x,0.1,-13,0,14,29,-0.5,43*
Cc1ccc(NC(=O)c2cc(S(=O)(=O)Nc3ccc(C)cc3)cs2)cc1,-2,4,i,0.1,-4,-2,2.3,-5,-0.4,-2
Cc1ccc(CNC(=O)C2CC(c3ccccc3F)=NO2)cc1 (centres undefined),5,2,i,-0.8,0,-2,-0.5,-2,0.6,-2
COc1ccc(C(=O)NC(=C(Cl)Cl)S(=O)(=O)c2ccc(C)cc2)cc1,5,5,i,-0.5,-8,1,0.4,-6,-0.4,1
O=C1Nc2cc(Cl)c(Cl)cc2N(O)N1c1cccc(Cl)c1,3,7,i,1.2,-6,4,-1.3,-1,0.0,1
Cn1ccnc1SCCNC(=O)C1CCC(=O)N(Cc2ccc(Cl)cc2)C1 (centres undefined),1,4,i,-0.3,-6,-2,-0.7,-3,0.1,-2
O=C(O)c1ccc2c(c1)C(=O)N(c1cc([N+](=O)[O-])ccn1)C2=O,3,-25,i,2.5,11,-3,-0.9,-2,0.1,0
Cc1ccc(CN2C(=O)CCC2C(=O)NCc2ccco2)cc1 (centres undefined),3,1,i,-0.3,-1,6,-2.5,-3,0.1,-2
O=C(Cn1ncc(N2CCOCC2)c(Br)c1=O)c1ccc(Cl)cc1,-3,-9,i,1.8,-1,1,-0.5,3,-0.3,3
Clc1ccc(-c2nc3ccc(Br)cn3c2Cc2cccc(Cl)c2)cc1,8,-7,i,-0.4,x,3,4.2,23,0.0,6
O=C(NCCc1c[nH]c2ccccc12)c1ccc([N+](=O)[O-])o1,-23,-31,i,0.9,x,-2,-1.1,-7,0.0,-3
Cc1cc(S(=O)(=O)Nc2ccc3c(c2)COC3=O)ccc1F,0,-1,i,1.4,-1,0,-0.2,-3,-0.5,0
CC(=O)Nc1ccc(S(=O)(=O)Nc2cccc(-c3cn4cccnc4n3)c2)cc1,0,-3,i,0.9,-5,7,0.7,0,0.2,0
Cc1ccccc1-n1c(-c2ccco2)n[nH]c1=S,8,0,i,0.2,-1,0,-0.6,-2,0.1,2
Cc1ccccc1N(C(=O)Cn1nnc(-c2ccc(F)cc2)n1)C(C(=O)NC(C)(C)C)c1ccncc1 (centres undefined),-2,1,i,2.5,-2,0,0.4,2,0.0,-3
COc1ccccc1CNC(=O)c1ccc(CS(=O)(=O)c2ccccc2)o1,-1,-1,i,-0.5,-4,0,-1.5,-1,0.4,9
CSc1ccccc1OCc1cc(C(=O)NCc2cccc(C)n2)no1,-5,1,i,0.1,-7,2,1.3,-1,-0.1,2
O=C(CN(Cc1ccccc1)C(=O)CCC(=O)Nc1ccccn1)NCc1ccco1,1,3,i,1.3,4,-3,-0.8,-3,-0.8,1
CC(C)C[C@H](NC(=O)C1CCN(S(=O)(=O)c2ccccc2)CC1)C(=O)NCc1cccnc1,0,2,i,-0.6,-8,2,-0.1,-2,-0.7,2
COc1ccc(NC(=O)c2c3c(nc4ccccc24)CCC3)cc1,0,-2,i,1.7,-4,0,-2.6,2,-1.2,-1
O=C(Cc1cccc2ccccc12)NNC(=O)Nc1cccc(Cl)c1,-3,1,i,-0.1,-4,-2,0.2,-10,1.0,3
CC(C)C1C(=O)N(Cc2cn(CCC3OCCO3)nn2)CCS(=O)(=O)N1Cc1ccc(-c2ccccc2)cc1 (centres undefined),-1,2,i,-1.1,x,-2,-0.7,-4,0.0,3
O=C(Nc1ccc(NC(=O)c2cccnc2)cc1)c1ccccc1,-2,10,i,0.2,-5,-1,-0.7,4,-0.9,-2

# CSN inh: hit marks shown above.
Compound	DNMT1 inh	SUMO1-SIM PPI	Rpn11 block	MsrA inh	Scp1 inh	LMPTP block	NadD inh	TbMetRS inhib	CSN inh
CCOC(=O)c1c(NC(=O)CSc2nnc(C)s2)sc2c1CCN(C)C2	0	7	x	0.1	-13	14	29	-0.5	43*

# Entries of single compounds, looked up by structure. Order of screens: DNMT1 inh | SUMO1-SIM PPI | Rpn11 block | MsrA inh | Scp1 inh | STEP inh | LMPTP block | NadD inh | TbMetRS inhib | CSN inh
# O=C(CN(Cc1ccccc1)C(=O)CCC(=O)Nc1ccccn1)NCc1ccco1 is listed with 1 | 3 | i | 1.3 | 4 | -3 | -0.8 | -3 | -0.8 | 1
# O=C(Nc1ccc(NC(=O)c2cccnc2)cc1)c1ccccc1 is listed with -2 | 10 | i | 0.2 | -5 | -1 | -0.7 | 4 | -0.9 | -2
